EphA4 KYL inhibition: inhibitors of EphA4 binding to KYL peptide, primary screen, biochemical, colorimetric, mouse EphA4 (AID 689) | EphA4-AP binding to KYL peptide, pNPP A405; higher % means a stronger effect | inhibition, % at 10 µM, or IC50 in µM where a hit was titrated | actives 0.1% (n = 62,000); in the data active = a potency from the dose series; inactive = the rest, 99 in 100 with inhibition below about 22%
Numbers without * were called inactive.

SMILES | EphA4 KYL inhibition
O=C(CCn1nc(-c2ccccc2)c2ccccc2c1=O)NCC1CCCO1 (stereo unspecified) | -5%
CCCC(C(=O)NC1CCCC1)N(CC1CCCO1)C(=O)c1snc(C(N)=O)c1N (stereo unspecified) | -1%
Cc1nn(C)c(N)c1C(O)(c1nccn1C)C(F)(F)F (stereo unspecified) | -10%
COCCN1C(=O)C(O)=C(C(C)=O)C1c1ccc(F)cc1 (stereo unspecified) | 3%
CCCc1c(C)[nH]c2ccc(NC(C)=O)cc2c1=O | 10%
CC1CCCN(c2nc3c(c(=O)n(C)c(=O)n3C)n2Cc2ccccc2)C1 (stereo unspecified) | 6%
C=CC(=O)NC(C)(C)Cc1ccccc1 | -15%
CCOC(=O)C1=C(C)NC(=O)NC1c1ccoc1 (stereo unspecified) | -5%
CCCCOc1ccccc1C1C(C(=O)OC)=CN(CC)C=C1C(=O)OC | -10%
COc1ccc(C(=O)CCC(=O)N2CCN(c3ccc(N4CCOCC4)nn3)CC2)cc1 | -3%
Cc1sc2ncnc(NCCCn3ccnc3)c2c1C | 3%
Cc1cc2oc(=O)cc(CSc3nc(N)cc(N)n3)c2cc1C(C)C | -3%
COc1cc2c(cc1OC)C1Cc3ccc(OC)c(OC)c3CN1CC2 (stereo unspecified) | 0%
COC(=O)C(CC(C)C)NC(=O)C(N)Cc1ccccc1 (stereo unspecified) | -12%
CCCCNC(=O)COC(=O)c1ccc(Cl)c(S(=O)(=O)N2CCCC2)c1 | 5%
CN1CCC(OC(=O)COc2ccccc2)CC1 | -17%
CCOC(=O)NC(Nc1cc(C)ccn1)(C(F)(F)F)C(F)(F)F | -18%
Cc1nc2ccc(NC(=O)C3CCN(S(=O)(=O)c4cccs4)CC3)cc2s1 | 10%
O=[N+]([O-])C(/C=C(\Cl)[N+](=O)[O-])=C1N(Cc2ccc(Cl)nc2)CCN1Cc1ccc(Cl)nc1 | -15%
CCn1c(COc2ccccc2C)nnc1SCC(=O)N1CCCCC1 | -15%
CC1=CC(C)(C)N(C(=O)c2ccccc2)c2ccc(C)cc21 | 12%
O=C(Nc1ccc(F)cc1)C1CCCN(S(=O)(=O)c2cccc3cccnc23)C1 (stereo unspecified) | 29%
CCN(CC)S(=O)(=O)c1ccc(Nc2cc(C)nc3ncnn23)cc1 | -18%
O=c1[nH]c(N2CCN(c3ccccc3)CC2)nc2c1CCCC2 | -14%
O=C(Nc1ccc([N+](=O)[O-])cc1)C1C(c2ccccc2)=C1c1ccccc1 | -1%
COc1ccc(NC(=O)CN2CCN(c3ccccc3F)CC2)cc1 | 4%
CN(C)c1ccc2c(O)cc(=O)n(C)c2c1 | -5%
O=C(NCc1ccccn1)c1ccccc1Oc1ccccc1 | 0%
CCCCNC(=O)C1CCCN1C(=O)Nc1cccc(OC)c1 (stereo unspecified) | -4%
CC(=O)N(C(C)=O)C1=C(C#N)C2(CCCCC2)Cc2ccccc21 | -5%
Cc1cc(NC(=O)CCC(=O)N(CC(=O)NC2CCCC2)Cc2ccccc2Cl)no1 | -17%
COC(=O)C1=C(C)Nc2nnnn2C1c1cc(OC)ccc1OC (stereo unspecified) | -2%
CC1CN(c2nc3c(c(=O)n(Cc4ccc(Cl)cc4)c(=O)n3C)n2C)CC(C)O1 (stereo unspecified) | -22%
CC(C)NC(=O)c1cc(C(=O)c2cc(Cl)ccc2O)coc1=N | 2%
COC(=O)CCC(=O)N1CCc2cc(S(=O)(=O)N3CCN(c4ccccc4Cl)CC3)ccc21 | -8%
COc1ccc(OC)c(C2c3c(oc4ccccc4c3=O)C(=O)N2CCCN(C)C)c1 (stereo unspecified) | -12%
CCOC(=O)c1cnc2ccccc2c1NCCO | 4%
CCn1c(SCC(=O)c2ccc(Br)cc2)nnc1C(C)NC(=O)Cc1ccc(OC)cc1 (stereo unspecified) | -10%
CCOC(=O)CN1C(=O)C(=O)c2cc(C)ccc21 | -11%
Cc1ccc(-c2cc(C(F)(F)F)n3ncc(C(=O)N4CCN(c5ccc(F)cc5)CC4)c3n2)cc1 | -9%

19 entries from above, with tabs.
mol	EphA4 KYL inhibition
Cc1sc2ncnc(NCCCn3ccnc3)c2c1C	3%
Cc1cc2oc(=O)cc(CSc3nc(N)cc(N)n3)c2cc1C(C)C	-3%
COc1cc2c(cc1OC)C1Cc3ccc(OC)c(OC)c3CN1CC2 (stereo unspecified)	0%
COC(=O)C(CC(C)C)NC(=O)C(N)Cc1ccccc1 (stereo unspecified)	-12%
CCCCNC(=O)COC(=O)c1ccc(Cl)c(S(=O)(=O)N2CCCC2)c1	5%
CN1CCC(OC(=O)COc2ccccc2)CC1	-17%
CCOC(=O)NC(Nc1cc(C)ccn1)(C(F)(F)F)C(F)(F)F	-18%
Cc1nc2ccc(NC(=O)C3CCN(S(=O)(=O)c4cccs4)CC3)cc2s1	10%
O=[N+]([O-])C(/C=C(\Cl)[N+](=O)[O-])=C1N(Cc2ccc(Cl)nc2)CCN1Cc1ccc(Cl)nc1	-15%
CCn1c(COc2ccccc2C)nnc1SCC(=O)N1CCCCC1	-15%
CC1=CC(C)(C)N(C(=O)c2ccccc2)c2ccc(C)cc21	12%
O=C(Nc1ccc(F)cc1)C1CCCN(S(=O)(=O)c2cccc3cccnc23)C1 (stereo unspecified)	29%
CCN(CC)S(=O)(=O)c1ccc(Nc2cc(C)nc3ncnn23)cc1	-18%
O=c1[nH]c(N2CCN(c3ccccc3)CC2)nc2c1CCCC2	-14%
O=C(Nc1ccc([N+](=O)[O-])cc1)C1C(c2ccccc2)=C1c1ccccc1	-1%
COc1ccc(NC(=O)CN2CCN(c3ccccc3F)CC2)cc1	4%
CN(C)c1ccc2c(O)cc(=O)n(C)c2c1	-5%
O=C(NCc1ccccn1)c1ccccc1Oc1ccccc1	0%
CCCCNC(=O)C1CCCN1C(=O)Nc1cccc(OC)c1 (stereo unspecified)	-4%

More results follow.
SMILES | EphA4 KYL inhibition
O=C(NCc1ccc2c(c1)OCO2)C1CCC(CNS(=O)(=O)c2ccc(Cl)cc2)CC1 (stereo unspecified) | -10%
CCOc1cc(C2Nc3ccccc3C(=O)N2Cc2ccco2)ccc1OCc1ccccc1Cl (stereo unspecified) | 6%
Cc1cc(C(=O)OCCN2C(=O)c3ccccc3C2=O)c2ccccc2n1 | -13%
COc1cccc(C(=O)NCC2CCN(c3ccc(S(=O)(=O)N4CCOCC4)cc3)CC2)c1 | 15%
C=CCSc1nc(C)c(CC(=O)OCCCC)c(=O)[nH]1 | -8%
CCOc1ccc(C(C)=O)cc1CSc1nnc(-c2cccs2)n1CC1CCCO1 (stereo unspecified) | 7%
CS(=O)(=O)N1CCN(Cc2ccc(C(F)(F)F)cc2)CC1 | -10%
O=C(COC(=O)c1cncc(Br)c1)NCC1CCCO1 (stereo unspecified) | -7%
Cc1ccc(NC(=O)CSc2nnc(-c3cnccn3)n2-c2ccccc2)cc1 | -7%
CN(C)c1ccc(C(=O)OCc2ccccc2)cc1 | 4%
O=C(C1=COCCO1)N1CCN(S(=O)(=O)c2cccc(Cl)c2Cl)CC1 | -1%
COc1cc(C(c2sc3nc(C)nn3c2O)N2CCC3(CC2)OCCO3)cc(OC)c1OC (stereo unspecified) | 7%
CCOC(=O)Cc1csc(NC(=O)CC)n1 | -5%
CCc1c(C(=O)NCc2ccc3c(c2)OCO3)[nH]c(C)c1C(C)=O | -3%
COc1cc(C(=O)OCC(=O)N(C)C)cc(NC(=O)c2ccco2)c1OC | 8%
Cc1ccc(-c2noc(CN3CCCCC3)n2)cc1 | -3%
O=C(O)c1cccc(Cn2c(Cl)c(/C=N/NC(=O)c3ccccc3Cl)sc2=O)c1 | 1%
O=[N+]([O-])c1ccc(-c2nc(Cc3ccccc3Cl)no2)cc1 | -7%
CCCc1nnc(NC(=O)CCC(=O)N2CCN(CCn3c(C)ccc3C)CC2)s1 | -26%
CCOc1nc2c(c(=O)n(C)c(=O)n2C)n1Cc1ccccc1Cl | -15%
Cc1nn(C)c(C)c1S(=O)(=O)N1CCCC(C(=O)NC2CCCCC2)C1 (stereo unspecified) | 5%
CCCCCCCCCc1nc(N)n[nH]1 | -11%
Cc1ccc(-c2nc3ccc(C)cn3c2NC(=O)c2ccco2)cc1 | -16%
Cc1nc2ccc(NC(=O)c3cccc(S(=O)(=O)N4CC(C)OC(C)C4)c3)cc2s1 (stereo unspecified) | 4%
O=C1NN(c2ccc(F)c(Cl)c2)C(=O)/C1=C\c1ccc(-c2cccc(C(=O)O)c2)o1 | -3%
CCCCn1c(SCc2ccc(C(=O)OC)o2)nc2cc(S(N)(=O)=O)ccc21 | 6%
CC1Cc2ccccc2N1C(=O)C1CCCCN1S(=O)(=O)c1ccccc1 (stereo unspecified) | -13%
O=C(NCc1ccc2c(c1)OCO2)Oc1ccccc1 | -10%
O=C(C1CCCN(S(=O)(=O)c2cccc3cccnc23)C1)N1CCN(c2ccccc2F)CC1 (stereo unspecified) | -4%
CN1CCN(S(=O)(=O)c2ccc(NC(=O)c3ccc(Br)o3)cc2)CC1 | -4%
Cc1ccc(-c2ccc(NC(=O)c3ccccc3)cc2)o1 | -4%
c1ccc(OCc2nn3c(-c4cccnc4)nnc3s2)cc1 | 8%
CCC(C)N(NC(C)=O)c1nc(Cl)nc(NC(C)(C)C)n1 (stereo unspecified) | -2%
O=Nc1c(-c2ccccc2)[nH]n(-c2ccccc2)c1=O | -8%
COC(=O)c1ccc(C(=O)OC)c(NC(=O)COc2ccc(Cl)cc2C)c1 | 0%
Cc1cc(C)c(S(=O)(=O)NCCC2CCCN2C)c(C)c1 (stereo unspecified) | -11%
COc1cc(OC)cc(-c2cc3nc4c(c(N5CCN(c6ncccn6)CC5)n3n2)CCCC4)c1 | -8%
Cc1cc(C2=CC(C)(c3cc(C)oc3C)Nc3nc(C(F)(F)F)nn32)c(C)o1 (stereo unspecified) | 27%
CCOc1ccc2nc(SCC(=O)Nc3ccc(OC)cc3OC)sc2c1 | 3%
COc1cc(C2c3c(oc4ccc(C)cc4c3=O)C(=O)N2c2cc(C)ccn2)cc(OC)c1OC (stereo unspecified) | -10%
O=C(N/N=C/c1cccc([N+](=O)[O-])c1)C1CC(=O)N(c2ccc(Cl)cc2)C1 (stereo unspecified) | 9%
CCOC(=O)C1=C(C)NC(=O)NC1c1ccc(N(CC)CC)cc1 (stereo unspecified) | -8%
CCOC(=O)CC(=O)CSc1nc2c(sc(=S)n2-c2ccccc2)c(=O)[nH]1 | 1%
Cc1n[nH]c(=S)n(/N=C/c2cc(Cl)ccc2Cl)c1=O | -2%
O=C(Nc1ccc(Br)cc1)c1ccc(CSC2=NCCS2)cc1 | 6%
CCC(C)n1cnc2c(c1=O)c1nc3ccccc3nc1n2-c1ccc2c(c1)OCCO2 (stereo unspecified) | -31%
COc1ccc(Cl)cc1Nc1nc(-c2sc(NC(=O)c3ccccc3)nc2C)cs1 | -4%
CN(Cc1ccccc1)C(=O)c1cc2nc(-c3ccccc3)cc(-c3ccccc3)n2n1 | -7%
CCC1(CC)NC(=O)N(CC(=O)OCn2nnc3ccccc3c2=O)C1=O | 24%
COCCNc1oc(-c2ccc(Cl)cc2)nc1C#N | -5%

(further entries)
SMILES | EphA4 KYL inhibition
Cc1ccc(C(C)C)c(OCC(=O)Nc2cc(C(F)(F)F)ccc2Cl)c1 | -8%
CCCNc1cc(C)oc(=O)c1C(=O)CCC | -13%
COc1ccc(CCC2(C)NC(=O)NC2=O)cc1 (stereo unspecified) | -9%
CNC(=S)N/N=C1\C(=O)c2cccc3cccc1c23 | -2%
COc1ccc(CN(C)C2CCCCC2)c(C)c1C | -2%
Cc1nccn1CC(=O)N1c2ccccc2Sc2ccccc21 | -6%
C/C(=N/NC(=O)Nc1ccccc1)C1CC1 | -1%
Cc1ccc(C(=O)NC(=S)NCC2CCCO2)cc1 (stereo unspecified) | -17%
CC(=O)CC(=O)Nc1ccc(Br)cc1 | 16%
Cc1cc(C)n2nc(C(=O)Nc3nnc(C4CC4)s3)nc2n1 | -13%
Cn1c(NC(=O)c2cc(Br)ccc2Cl)cc(=O)n(C)c1=O | 1%
C/C(Nc1ccc(Cl)cc1)=C(/C#N)C(N)=O | -6%
Cc1c(CCOC(=O)C23CC4CC(CC(C)(C4)C2)C3)sc[n+]1Cc1ccccc1 | -9%
Clc1ccccc1CSc1nnc(-c2ccccn2)n1Cc1ccco1 | 5%
Cc1cccc(-n2c(C)cc(/C=C3/NC(=O)NC3=O)c2C)c1 | -9%
CCOC(=O)N1CCN(C(=O)CCN2C(=O)COc3ccccc32)CC1 | -3%
NC(=S)N/N=C\c1ccc(-c2cccc(Cl)c2Cl)o1 | -4%
CCn1c(SCC(=O)c2ccc(O)c(O)c2)nnc1-c1ccc(C)cc1 | -8%
Cc1oc2cc(O)ccc2c(=O)c1-c1cnn(-c2ccccc2)c1 | -8%
CCOc1ccc(CC(=O)Nc2c(C(=O)Nc3ccccc3)oc3ccccc23)cc1OCC | -2%
Cc1ccc(S(=O)(=O)NC(=NC(C)C(=O)O)c2ccccc2)cc1 (stereo unspecified) | -4%
Clc1ccccc1C(c1nnnn1Cc1ccco1)N1CCN(Cc2ccco2)CC1 (stereo unspecified) | 4%
COC(=O)C1C(=O)NCC1c1ccc(C)cc1 (stereo unspecified) | -30%
CC(=O)C(C(=O)c1ccccc1)C1(O)C(=O)Nc2ccccc21 (stereo unspecified) | -5%
O=c1c(-c2ccc(F)cc2)coc2cc(O)ccc12 | -17%
O=C1NC(c2ccc(Br)cc2)Nc2sc3c(c21)CCC3 (stereo unspecified) | -1%
Cc1cc(C)n(C(=O)CSc2nnc(SCC(=O)n3nc(C)cc3C)s2)n1 | -3%
COc1ccc2nc(NC(=O)COC(=O)CN3C(=O)c4ccccc4C3=O)sc2c1 | -17%
CCc1ccc(C2N(c3ccc(OC)cc3)C(=O)C3CCCN32)cc1 (stereo unspecified) | 8%
COc1ccc(-c2cc(C(=O)N3CCc4ccccc4C3)no2)cc1OC | -8%
O=C(CCCSc1nc2ccccc2[nH]1)Nc1nnc(-c2ccccc2)o1 | -2%
CCC(C)(C(=O)NC1CCCC1)N(Cc1ccco1)C(=O)c1ccc2c(c1)OCO2 (stereo unspecified) | -9%
COc1ccc(C(C)C)cc1S(=O)(=O)N1CCN(C)CC1 | -17%
CCOC(=O)c1cc2sc(C)cc2n1CC(=O)N1CCN(C(=O)c2ccco2)CC1 | 0%

Only part of the results is shown; count on the stated rates, not on these rows.
